hgDAF12 agonist = H. glycines DAF-12 receptor agonists, primary screen, cell-based, luminescence, HEK293, GAL4 fusion, UAS-luciferase; Nuclear hormone receptor DAF-12 (Heterodera glycines), GAL4 fusion; HEK293 GAL4-hgDAF12 UAS-luciferase reporter, agonist luminescence; normalized to butyrate control; activation, % at 6.8 µM; actives 1.8% (n = 370,000); AID 687014, 2013;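 active means activation above a cutoff set at the mean of all screened compounds plus 3 SD, cut at about 10% in these data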;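 further: 0% = DMSO wells and 100% = sodium butyrate wells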
NPR2 activator = human GC-B receptor activators, primary screen, HEK293 GC-B cells, cGMP TR-FRET, EC30 CNP; Atrial natriuretic peptide receptor 2 (Homo sapiens), P20594; 0% at EC30 CNP, 100% saturating CNP; activation, % at 10 µM; actives 0.11% (n = 370,000);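 active means activation at 10 µM reaching about 35% in either raw or pattern-adjusted values, limit read from the data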
ssDAF-12 act = S. stercoralis DAF-12 nuclear receptor activators, primary screen, cell-based, luminescence, HEK293, GRIP1 co-expression, lit1-tk-luc | actives 1% (n = 370,000) | HEK293 ssDAF-12/GRIP1 lit1-tk-luc reporter; % of 3 µM dafachronic acid response | activation, % at 6.8 µM | Nuclear hormone receptor DAF-12 (Strongyloides stercoralis);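 active means activation above the mean over all tested compounds plus 3 SD, cut at about 0.9% in these data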;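 further: 0% = DMSO-only wells and 100% = 3 µM delta7-dafachronic acid wells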
FXN GAA850 act = FXN promoter activators, primary screen, cell-based, luciferase luminescence, HEK293 lucGAA850; activation, % at 6 µM; HEK293 lucGAA850 FXN promoter luciferase reporter, 24 h; percent of 10 µM SAHA response; actives 0.56% (n = 360,000);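 active means activation above the average of all compounds screened plus 3 SD, cutoff fixed separately per campaign, cut at about 7.5% in these data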;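 further: 0% = DMSO wells and 100% = 10 µM SAHA wells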
DAX1 inh-1 = DAX1 (NR0B1) inhibitors, primary screen, cell-based, HEK293, Gal4-DAX1, luciferase luminescence; HEK293 Gal4-DAX1 luciferase reporter; actives 0.99% (n = 340,000); AID 504766, 2011; Nuclear receptor subfamily 0 group B member 1 (Homo sapiens), P51843; inhibition, % at 6.75 µM;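 active means inhibition above the mean over all tested compounds plus 3 SD, cut at about 4.2% in these data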;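 further: 0% = DAX1-transfected cells with DMSO and 100% = empty-vector control cells with DMSO; inhibition shows as a rise in luminescence from relieved DAX1 repression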
ADAM10 inh = human ADAM10 inhibitors, primary screen, biochemical, QFRET, HTS | Disintegrin and metalloproteinase domain-containing protein 10 (Homo sapiens), O14672 | actives 0.62% (n = 370,000) | AID 720582, 2013 | inhibition, % at 7 µM | recombinant ADAM10, EDANS/DABCYL FRET peptide cleavage, 3 h;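 active means inhibition above a per-campaign cutoff equal to the mean of compounds falling between control-based bounds plus 3 SD, cut at about 20% in these data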;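 further: 0% = DMSO wells while the 100% control is not disclosed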
Target sequence (O14672 214-748 limits assumed): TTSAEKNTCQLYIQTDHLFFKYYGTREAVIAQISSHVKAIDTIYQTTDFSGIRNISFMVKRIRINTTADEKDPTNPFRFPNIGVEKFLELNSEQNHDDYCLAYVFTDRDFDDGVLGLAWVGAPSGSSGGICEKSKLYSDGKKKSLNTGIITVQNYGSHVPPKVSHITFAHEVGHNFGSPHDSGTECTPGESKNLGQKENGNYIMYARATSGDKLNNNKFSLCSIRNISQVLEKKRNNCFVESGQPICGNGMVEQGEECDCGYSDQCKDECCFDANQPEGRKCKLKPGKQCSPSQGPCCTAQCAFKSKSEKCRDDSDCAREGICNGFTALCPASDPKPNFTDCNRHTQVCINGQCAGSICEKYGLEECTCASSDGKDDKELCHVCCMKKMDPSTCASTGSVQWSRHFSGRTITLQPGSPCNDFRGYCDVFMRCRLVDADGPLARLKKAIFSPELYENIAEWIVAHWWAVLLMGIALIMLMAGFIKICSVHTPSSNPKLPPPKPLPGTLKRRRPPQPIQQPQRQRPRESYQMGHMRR
DAX1 inh-2 = DAX1 (NR0B1) inhibitors on StAR promoter, primary screen, cell-based, luminescence, SF-1 (NR5A1), full-length DAX-1; HEK293T StAR-luciferase reporter, SF-1/DAX-1 repression relief; inhibition, % at 6.8 µM; actives 1.1% (n = 370,000); AID 652010, 2013;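 active means inhibition above the mean over all tested compounds plus 3 SD, cut at about 3.6% in these data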;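 further: 0% = DAX-1 cells with DMSO and 100% = cells lacking DAX-1 with DMSO; higher inhibition means more luminescence from relief of DAX-1 repression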
hcDAF-12 act = H. contortus DAF-12 nuclear receptor activators, primary screen, cell-based, luminescence, HEK293, lit1-tk-luc reporter; HEK293 hcDAF-12 lit1-tk-luc reporter; 0% DMSO, 100% Δ7-dafachronic acid; AID 652067, 2013; activation, % at 6.8 µM; actives 1.4% (n = 370,000);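 active means activation above the mean of all tested compounds plus 3 SD, cut at about 5.5% in these data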;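 further: 100% = response to 3 µM Δ7-dafachronic acid high control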
NPR1 activator = GC-A stimulated cGMP production enhancers – HEK293 GC-A cells, cGMP TR-FRET, EC30 ANP, primary screen; Atrial natriuretic peptide receptor 1 (Homo sapiens), P16066; 0% at EC30 ANP, 100% saturating ANP; activation, % at 10 µM; actives 0.14% (n = 370,000); in the data active means activation above about 40%
HGIII-sPLA2 inh = human group III sPLA2 inhibitors, primary screen, biochemical, QFRET, BODIPY PC-A2 liposome substrate | Group 3 secretory phospholipase A2 (Homo sapiens), Q9NZ20 | actives 0.56% (n = 370,000) | AID 743126, 2013 | inhibition, % at 12.2 µM | QFRET BODIPY PC-A2 liposome hydrolysis, fluorescence;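 active means inhibition above mean plus 3 SD of compounds lying within the high and low control bounds, cut at about 19% in these data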;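 further: 0% = median of test compound wells and 100% = no enzyme DMSO wells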
Target sequence (Q9NZ20 whole entry, looked up): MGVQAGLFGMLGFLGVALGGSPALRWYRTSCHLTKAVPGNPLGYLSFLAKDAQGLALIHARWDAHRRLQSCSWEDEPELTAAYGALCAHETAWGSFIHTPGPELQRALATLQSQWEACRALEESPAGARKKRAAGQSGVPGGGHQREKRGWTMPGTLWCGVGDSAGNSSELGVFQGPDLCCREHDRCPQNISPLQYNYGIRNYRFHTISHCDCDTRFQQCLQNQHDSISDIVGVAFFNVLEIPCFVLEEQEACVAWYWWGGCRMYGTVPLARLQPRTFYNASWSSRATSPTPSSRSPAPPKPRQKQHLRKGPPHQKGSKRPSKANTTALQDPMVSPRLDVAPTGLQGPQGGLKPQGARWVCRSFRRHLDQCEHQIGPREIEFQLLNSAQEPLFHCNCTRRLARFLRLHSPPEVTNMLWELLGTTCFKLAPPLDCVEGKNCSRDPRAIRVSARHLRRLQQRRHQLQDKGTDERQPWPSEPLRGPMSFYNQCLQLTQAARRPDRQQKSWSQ
SMARCA2 activ = SMARCA2 (BRM) function activators, primary screen, cell-based, luminescence, high throughput; MG213 cells, MMTV-luciferase reporter, dexamethasone, overnight; actives 1% (n = 370,000); activation, % at 9.1 µM; in the data active means activation above about 7.8%;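 further: 0% = vehicle wells and 100% = reference activator wells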
Starred values were filed as active, the others as inactive; nt = no result given.

entry	canonical_smiles	hgDAF12 agonist	NPR2 activator	ssDAF-12 act	FXN GAA850 act	DAX1 inh-1	ADAM10 inh	DAX1 inh-2	hcDAF-12 act	NPR1 activator	HGIII-sPLA2 inh	SMARCA2 activ
1	O=C(COc1ccccc1)NCCS(=O)(=O)N1CCN(c2ccccc2)CC1	-1.2	2	-0.9	-1.2	-0.6	0	0.2	-1.3	-1	-4	0
2	Cc1ccc(NC2=CC(=O)CC(C)(C)C2)c(N)c1	7.9	-5	0.1	3.9	-0.5	-22	1.6	5.4	0	-4	6
3	CC(=O)N1CCOc2ccc(S(=O)(=O)NC[C@H]3O[C@@H](n4cnc5c(N)ncnc54)[C@H](O)[C@@H]3O)cc21	-0.2	2	-1.3	-1.9	2.2	8	-0.3	-1.6	-1	15	-3
4	COc1cc(CCc2ccccc2)c(C(=O)O)c(O)c1CC=C(C)C	-0.9	-2	-1.3	1.2	-1.6	-6	-0.6	-1.6	4	-50	-1
5	Nc1cc(-c2ccc(Cl)cc2)nn1S(=O)(=O)c1ccc(Cl)cc1	-2.6	-5	-1.1	1.0	0.7	10	0.2	0.5	-1	4	0
6	N#Cc1cn(N2CCCCC2)c(=O)[nH]c1=O	-1.6	-1	-1.5	3.0	0.0	-11	0.1	-0.8	4	6	-4
7	COc1cc(C(=O)NCC(=O)N/N=C/c2cccs2)cc(OC)c1OC	0.2	1	-1.2	-1.2	3.2	-2	-0.4	-2.0	-4	0	0
8	COc1ccc(CCNC(=O)CSc2nnc(CNC(=O)c3cc(OC)c(OC)c(OC)c3)o2)cc1OC	0.0	-1	0.2	0.8	-0.1	6	-0.8	0.3	-3	0	3
9	CC(=O)Nc1ccc(NC(=O)CN(C)CCC#N)cc1	0.9	1	-1.0	-0.9	0.2	6	-0.2	-0.9	5	9	-4
10	CCc1ccccc1NC(=O)Nc1ccsc1C(=O)OC	1.3	-3	-0.4	2.7	-0.2	-1	0.8	3.2	-7	8	-1
11	CC1(C)CC2(CC(c3cccs3)c3cc(Cl)c(O)cc3O2)NC(=S)N1 (centres undefined)	-1.5	-5	-1.9	0.3	-1.8	5	-1.3	-1.8	-2	-1	-2
12	CCC(C)NCC(O)(c1ccc(Cl)cc1)c1ccc(Cl)cc1 (centres undefined)	-3.3	-14	-1.0	-3.0	-1.0	3	0.6	0.1	-47	-2	-3
13	O=C(c1cnsn1)N1CCN(c2ccccn2)CC1	0.7	-2	-0.4	0.3	1.3	5	-0.4	-1.1	2	4	0
14	COc1ccccc1/C=C/C=C1\Oc2c(ccc(O)c2CN(C)C)C1=O	-0.7	-4	-1.4	-0.7	-0.4	-67	-0.3	-0.9	0	-47	-2
15	CC1=C(C(=O)Nc2ccc(Cl)cc2)C(c2ccncc2)C(C#N)=C(SCC(N)=O)N1 (centres undefined)	0.5	3	-1.3	-2.5	-0.8	9	-0.6	1.5	-1	-11	-2
16	COCCN1CCn2c(nc3cc(NC(C)=O)ccc32)C1	0.6	0	-1.2	0.6	2.0	-294	0.0	-1.9	1	1	3
17	O=[N+]([O-])c1ccccc1/C=N/NC1=NCCN1	-0.4	-3	-1.3	1.4	2.1	-5	-0.2	-0.8	-11	-1	-3
18	CCOc1ccccc1CNC(=O)c1ccc2nc(N3CCOCC3)sc2c1	-1.9	5	-1.4	1.2	-1.9	-7	0.3	-5.7	16	8	-5
19	O=C1CSc2ccc(C(=O)N3CCCC(C(=O)N4CCOCC4)C3)cc2N1 (centres undefined)	2.4	-6	-1.5	nt	nt	-8	1.4	1.2	-5	6	-2
20	Cc1c(NC(=O)C(C)OC(=O)[C@@H](NC(=O)c2ccccc2)C(C)C)c(=O)n(-c2ccccc2)n1C (some centres undefined)	-1.5	1	-0.6	0.6	1.0	-1	0.2	1.6	-1	-5	1
21	C/C(=C\C(=O)c1ccccc1)Nc1cccc(O)c1	1.2	1	-0.6	0.4	1.9	3	0.3	1.4	1	2	0
22	COc1cc(CCCN2C(=O)C(=O)NC[C@@H]2CC2CCCCC2)cc(OC)c1OC	-0.9	0	-1.4	-0.9	-0.8	5	-0.5	-2.3	0	-4	-1
23	O=C(Nc1ccc(F)cc1)Nc1ccc(N2CCOCC2)c2nonc12	3.0	8	-0.3	8.2*	-0.3	1	-0.2	-0.1	4	9	2
24	CNC(=S)/N=C(\Nc1ccc(C)cc1)c1ccccc1	-0.6	0	-1.0	1.3	nt	0	0.0	-1.1	4	21*	-5
25	Oc1ccccc1C=NN=Cc1ccccc1Cl	1.0	-6	0.8	5.1	2.6	-11	0.6	-0.1	0	10	0
26	Cc1ccc(NC(=O)c2ccccc2Cl)cc1-n1cnnn1	0.6	0	-1.1	0.2	-0.4	-3	0.2	-0.2	-5	-1	0
27	Cn1ncc2c(NNC(=O)c3ccccc3Cl)ncnc21	-1.8	3	-0.8	3.1	-0.1	-1	0.2	4.7	-1	-4	-1
28	Cc1cc(C)nc(NC2=NCC(=O)N2CCc2c[nH]c3ccccc23)n1	-0.7	-4	-1.1	-0.9	-1.1	-23	-1.2	-1.8	-9	-20	1
29	Cc1cc(NC(=O)CCC(=O)N(Cc2cccs2)C(C)(C)C(=O)NC2CCCCC2)no1	-0.6	-11	-1.1	0.1	-0.1	-18	-0.2	-1.4	1	-5	-2
30	Cc1cc(/C(O)=C2\C(=O)C(=O)N(CCN(C)C)C2c2ccncc2)ccc1OCc1ccccc1 (centres undefined)	-0.8	-1	-0.5	1.2	0.5	-4	-0.4	-2.4	-2	7	-1
31	COc1ccc(C(=S)N2CCOCC2)cc1OS(=O)(=O)c1ccccc1[N+](=O)[O-]	1.0	-3	-1.7	1.9	-0.3	4	-0.5	1.8	-3	-4	1
32	Cc1ccc(-c2nnc(NC3CCCCC3)c3ccccc23)cc1S(=O)(=O)N1CCN(C)CC1	-3.3	9	-2.1	-2.5	-1.1	-9	-0.4	-1.9	9	-4	-1
33	CCOC(=O)c1c(C)[nH]c(C(=O)COC(=O)c2ccc(O)cc2O)c1C	-1.1	-2	-1.9	-0.5	-1.5	0	0.2	0.0	4	-13	1
34	CC(C)C(NC(=O)c1ccc(F)cc1)C(=O)N1CCC1 (centres undefined)	2.4	2	-1.2	-0.5	0.3	1	1.3	-0.5	2	0	0
35	CCn1ncc([N+](=O)[O-])c1C(=O)Nc1c(C)cccc1C	-2.8	4	-0.9	1.4	3.0	-11	1.1	-2.1	2	10	-2
36	O=C(CNS(=O)(=O)c1ccccc1)NCC(=O)OCc1ccc(C(=O)c2ccccc2)cc1	4.0	4	-1.4	0.0	-0.4	-4	-0.8	-0.2	0	-28	0
37	COc1ccc(N2CCN(C(=O)c3cc([N+](=O)[O-])ccc3N3CCN(CCO)CC3)CC2)cc1	-2.2	-2	-0.6	-1.6	0.9	9	-1.8	3.1	-2	5	3
38	CCc1cccc(CC)c1NC(=O)CNCc1cccs1	-1.8	-2	-0.7	-0.1	0.1	-9	0.0	-0.9	3	0	0
39	NC1=NCC(O)=C1c1nc2ccccc2[nH]1	-3.2	0	-1.8	-0.3	0.3	0	-0.7	0.8	1	7	-2
40	Cc1ccc(NC(=O)c2cc(=O)c3ccccc3o2)cc1	7.1	0	-1.3	1.1	2.8	-2	1.1	2.8	-1	0	2
41	Cc1cc([N+](=O)[O-])c(-c2ccc(/C=N/n3cnnc3)o2)cc1Cl	0.1	-5	-1.2	7.3	0.0	7	-1.3	0.5	-5	-1	-1
42	Cc1ccc(-c2cc(C(=O)Nc3ccc(S(=O)(=O)Nc4nc(C)cc(C)n4)cc3)c3ccccc3n2)cc1	-1.3	-3	-0.9	1.1	0.4	-1	0.0	0.6	-2	9	-3
43	C[C@H]1CCC[C@]2(O[C@@H](CCO)C[C@H](O)[C@H]2O)O1	-1.5	1	-1.6	-0.2	-1.1	-13	-0.7	-2.4	-1	12	-2
44	COCCn1c(N)c(N(Cc2ccccc2)C(=O)Cc2c(Cl)cccc2Cl)c(=O)[nH]c1=O	0.7	7	-1.2	1.0	-0.1	9	0.0	0.3	-3	2	2
45	COc1cc(C(=O)NCC(c2cccnc2)N2CCN(c3ccc(F)cc3)CC2)cc(OC)c1OC (centres undefined)	-4.0	0	-1.7	0.9	-0.3	5	0.0	-1.7	0	-3	-3
46	O=C(Nc1ccc(-c2cn3ccccc3n2)cc1)c1cccs1	12*	3	-0.1	-0.8	1.2	-62	3.6	1.4	3	-1	8.1*
47	COc1cccc(-c2nc3ccc(O)cc3c(=O)o2)c1	-0.3	-10	-0.5	1.1	0.8	-2	0.1	0.4	-8	-8	-3
48	CC1=NN(Cc2cc(C(C)(C)C)c(O)c(C(C)(C)C)c2)C(=O)C1	-6.3	2	-0.1	-0.4	0.4	5	-0.7	-1.4	2	8	-2
49	CC(=O)Nc1ccc(S(=O)(=O)NCCSCc2cccc(Cl)c2)cc1	-4.5	-5	-2.1	-0.8	-1.2	15	-0.2	-3.2	-3	-30	-7
50	Cc1ccc(C(=O)NCc2ccc3c(c2)OCO3)cc1N1CCCC1=O	2.5	1	-1.0	0.5	-0.2	-11	0.5	2.1	-1	-4	-1
51	O=C(NCCN1CCN(c2ccccc2)CC1)Nc1cccc(Cl)c1	1.6	-2	-1.4	0.1	-0.6	5	-0.4	-1.1	-2	-3	2
52	O=C(CN(c1ccccn1)S(=O)(=O)c1ccccc1)N/N=C/c1cccc([N+](=O)[O-])c1	0.1	3	-1.0	0.3	-0.3	-16	-0.4	1.4	-4	0	2
53	O=[N+]([O-])c1ccc(S(=O)(=O)NN=CCCc2ccccc2)cc1	3.0	-1	-1.3	1.2	-0.8	-1	-2.4	-1.6	-2	10	-3
54	O=C(NC1CCN(C(=S)NCc2ccco2)CC1)C12CC3CC(CC(C3)C1)C2	0.7	-3	-1.1	1.2	-0.7	-3	-0.1	-0.1	0	3	1

Two compounds drawn at random from the list so far, as already listed:
entry	canonical_smiles	hgDAF12 agonist	NPR2 activator	ssDAF-12 act	FXN GAA850 act	DAX1 inh-1	ADAM10 inh	DAX1 inh-2	hcDAF-12 act	NPR1 activator	HGIII-sPLA2 inh	SMARCA2 activ
27	Cn1ncc2c(NNC(=O)c3ccccc3Cl)ncnc21	-1.8	3	-0.8	3.1	-0.1	-1	0.2	4.7	-1	-4	-1
49	CC(=O)Nc1ccc(S(=O)(=O)NCCSCc2cccc(Cl)c2)cc1	-4.5	-5	-2.1	-0.8	-1.2	15	-0.2	-3.2	-3	-30	-7

Screening data: PubChem BioAssay, several laboratories
